CHO-K1 Ca ag = counter-screen for M1 agonists: effect in parental CHO-K1 cells | 360,000 compounds, 0.48% hits | AID 602248 | Fluo-8 calcium fluorescence; scaled to maximal ATP response, vehicle zero | activation, % at 3 µM; in the data active = activation above about 15%;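 also: untransfected CHO-K1 host cells lacking M1 receptor as counterscreen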
CHO parental Ca = counter-screen: ATP calcium response change in parental CHO cells; parental CHO-K1, ATP-induced calcium, Fluo-8 fluorescence; inhibition, % at 5.6 µM; 330,000 compounds, 0.63% hits; AID 463079;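 active = inhibition above that plate's mean sample inhibition plus 3 SD, cut at about 26% in these data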;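 also: 0% = ATP-challenged DMSO wells and 100% = DMSO wells without ATP; some compounds past the cut are filed as inactive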
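Material – parental CHO cells · Reagent – ATP stimulus · Compound – single nominal dose of 5.6 µM per compound · Detection – Fluo-8 fluorescence · Read-out basis – percent inhibition of calcium signal · Controls – ATP-challenged DMSO wells low, unchallenged DMSO wells high · Repeats – no replicates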
V1aR counter = activates human V1a receptor in oxytocin agonist counter-screen; P37288; CHO-V1R cells, Fluo-8 calcium fluorescence, agonist mode; 0% DMSO, 100% 3 nM vasopressin; activation, % at 3 µM; 320,000 compounds, 0.25% hits; AID 2797;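 active = activation above the mean activation of all tested compounds plus 3 SD, per screening run, cut at about 20% in these data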;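 also: signal is peak over basal fluorescence ratio across a 100 second FLIPR read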
Target sequence (P37288 whole entry, looked up): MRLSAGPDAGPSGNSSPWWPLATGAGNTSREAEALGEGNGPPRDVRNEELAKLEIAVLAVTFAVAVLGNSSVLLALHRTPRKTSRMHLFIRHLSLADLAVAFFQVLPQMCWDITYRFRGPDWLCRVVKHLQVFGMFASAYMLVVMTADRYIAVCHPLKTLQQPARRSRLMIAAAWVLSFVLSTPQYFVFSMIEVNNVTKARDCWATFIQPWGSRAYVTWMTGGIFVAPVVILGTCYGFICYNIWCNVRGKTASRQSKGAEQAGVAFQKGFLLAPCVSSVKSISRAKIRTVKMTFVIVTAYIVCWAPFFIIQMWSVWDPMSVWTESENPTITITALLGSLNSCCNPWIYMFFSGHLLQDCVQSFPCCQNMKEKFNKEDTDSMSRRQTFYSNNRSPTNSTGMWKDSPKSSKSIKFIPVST
OXTR potentiator = human OXTR potentiation. P30559. activation, % at 3 µM. AID 2445. 320,000 compounds, 0.061% hits. CHO-OTR cells, Fluo-8 calcium fluorescence, potentiator mode; 0% = oxytocin EC15, 100% = EC100;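 active = activation above that plate's cutoff, the mean activation of tested compounds plus 3 SD, cut at about 6.6% in these data, passing the limit was not always enough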;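 also: 100% uses oxytocin at 75 nM as the full agonist control; some results filed as inactive read as strong as hits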
Target sequence (P30559 whole entry, looked up): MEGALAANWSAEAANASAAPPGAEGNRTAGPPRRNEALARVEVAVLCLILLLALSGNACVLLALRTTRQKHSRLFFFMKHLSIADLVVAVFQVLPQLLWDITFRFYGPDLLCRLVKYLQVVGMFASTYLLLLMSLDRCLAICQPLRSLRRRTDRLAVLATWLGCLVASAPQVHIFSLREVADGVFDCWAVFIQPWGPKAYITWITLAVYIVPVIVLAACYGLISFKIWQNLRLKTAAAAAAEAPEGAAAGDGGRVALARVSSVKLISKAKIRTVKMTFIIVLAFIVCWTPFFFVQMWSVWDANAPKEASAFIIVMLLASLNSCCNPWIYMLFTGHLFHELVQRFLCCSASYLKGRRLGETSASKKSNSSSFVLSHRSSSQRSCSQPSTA
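test system = CHO-OTR cells, human receptor | compound = single-point 3.0 µM | schedule = 6 min compound pre-incubation at room temperature, 100 s kinetic read | signal = Fluo-8 no-wash calcium dye fluorescence, excitation 470-495 nm, emission 515-575 nm | repeats = single well per compound, singlicate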
CHRM1 agonist = human M1 muscarinic receptor agonism; P11229; CHO-K1 hM1, Fluo-8 calcium fluorescence, agonist mode; 0% DMSO, 100% acetylcholine EC100; 360,000 compounds, 0.33% hits; activation, % at 3 µM;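 active = activation above the run's mean compound activation plus 3 SD, cut at about 16% in these data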;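 also: peak over basal fluorescence ratio within a 140 s kinetic read after compound addition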
M1 PAM parental = nonselective activator or artifact in parental CHO-K1 calcium assay; ATP EC20, Fluo-8 calcium fluorescence; 0% at ATP EC20, 100% at ATP max; activation, % at 3 µM; 360,000 compounds, 0.02% hits;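 active = activation above the run cutoff, the mean activation of all test compounds plus 3 SD, cut at about 40% in these data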;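 also: peak over basal fluorescence ratio in a 140 s read after ATP addition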
CHO-K1 Ca antag = nonselective inhibitor or artifact in parental CHO-K1 cells; AID 602250; 360,000 compounds, 0.6% hits; ATP-induced calcium, Fluo-8 fluorescence; inhibition, % at 3 µM;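 active = inhibition above a per-plate cutoff, the plate's mean sample inhibition plus 3 SD, cut at about 24% in these data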;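 also: 0% = DMSO plus EC80 ATP and 100% = DMSO alone without ATP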
TAAR1 ag = agonists of human TAAR1. Q96RJ0. CHO RD-HGA16 TAAR1, Fluo-8 calcium fluorescence; vehicle wells 0%, saturating PEA agonist 100%. activation, % at 3 µM. 360,000 compounds, 0.99% hits. AID 624467;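 active = activation above the mean activation of all test compounds in the run plus 3 SD, cut at about 38% in these data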
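Signal – calcium-sensitive Fluo-8 signal, excitation 470-495, emission 515-575 nm · System – RD-HGA16 (CHO) cells co-expressing Gα16 and hTAAR1 · Incubation – 17-24 h seeding, 75 min 37 °C dye, 30 min RT · Compound dosing – 3 µM single concentration · Repeats – no replicates (n 1)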
TAAR1 antag = antagonists of human TAAR1; 360,000 compounds, 1.5% hits; inhibition, % at 3 µM; CHO RD-HGA16 TAAR1, Fluo-8 calcium fluorescence, antagonist;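 active = inhibition above a per-plate cutoff, the mean inhibition of test compounds on that plate plus 3 SD, cut at about 49% in these data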;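 also: 0% = DMSO plus EC80 beta-PEA response and 100% = DMSO alone without agonist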
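Material: RD-HGA16 CHO cells with stable hTAAR1 and Gα16; Dosing: single nominal final test compound concentration of 3 µM; Schedule: seeding 17-24 h prior, 75-min 37 °C, 30-min RT dye loading; Detection: kinetic Fluo-8 calcium fluorescence measurement; Measure: % inhibition from peak post-agonist over basal fluorescence ratio; Benchmarks: vehicle and agonist controls.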
Numbers without * were called inactive.

How did O=C(c1cccc(C(F)(F)F)c1)N1CCC2(CC1)NCCc1[nH]cnc12 do in these assays?
CHO-K1 Ca ag: 0.4; CHO parental Ca: -3; V1aR counter: 0.8; OXTR potentiator: -5; CHRM1 agonist: -4; M1 PAM parental: -15; CHO-K1 Ca antag: -7; TAAR1 ag: 1; TAAR1 antag: -9

How did C=CCn1c(SCC(=O)Nc2ccc(S(N)(=O)=O)cc2)nnc1-c1cnccn1 do in these assays?
CHO-K1 Ca ag: 0.0; CHO parental Ca: -3; V1aR counter: 0.7; OXTR potentiator: 3; CHRM1 agonist: -4; M1 PAM parental: 9; CHO-K1 Ca antag: -4; TAAR1 ag: 1; TAAR1 antag: 6

What do the screens show for `CN(C)c1nc(OCCOC(=O)COc2ccc(Cl)cc2Cl)nc(N(C)C)n1`?
CHO-K1 Ca ag: 0.6; CHO parental Ca: -17; V1aR counter: 0.1; OXTR potentiator: -8; CHRM1 agonist: -5; M1 PAM parental: 17; CHO-K1 Ca antag: -15; TAAR1 ag: 8; TAAR1 antag: 8

How did O=C(NNC1=NS(=O)(=O)c2ccccc21)c1ccccc1 do in these assays?
CHO-K1 Ca ag: 0.0; CHO parental Ca: 0; V1aR counter: 0.5; OXTR potentiator: -5; CHRM1 agonist: -4; M1 PAM parental: -9; CHO-K1 Ca antag: 2; TAAR1 ag: 3; TAAR1 antag: -15

How did CC(NC(=O)c1cn(C)c2ccc(S(=O)(=O)N3CCCC3)cc2c1=O)c1ccccc1 (configuration not stated) do in these assays?
CHO-K1 Ca ag: 0.7; CHO parental Ca: -17; V1aR counter: -0.7; OXTR potentiator: -3; CHRM1 agonist: -2; M1 PAM parental: 17; CHO-K1 Ca antag: -13; TAAR1 ag: 0; TAAR1 antag: -2

Results for Cc1cccc(C2=NNC(=O)C(c3ccc(Cl)cc3)C2)c1 (configuration not stated) ?
CHO-K1 Ca ag: 0.1; CHO parental Ca: -21; V1aR counter: 0.7; OXTR potentiator: -4; CHRM1 agonist: -6; M1 PAM parental: -2; CHO-K1 Ca antag: 5; TAAR1 ag: 2; TAAR1 antag: 17

Results for COc1ccc(-c2nc3c4ccccc4ccn3c2Cc2ccc(C)cc2)cc1OC ?
CHO-K1 Ca ag: 0.2; CHRM1 agonist: -6; M1 PAM parental: -9; CHO-K1 Ca antag: -6; TAAR1 ag: 1; TAAR1 antag: -7

What do the screens show for `CC(Cc1cccs1)N(Cc1ccc(Cl)cc1)C(=O)c1ccncc1` (configuration not stated)?
CHO-K1 Ca ag: 1.2; CHO parental Ca: -22; V1aR counter: 0.1; OXTR potentiator: -13; CHRM1 agonist: -5; M1 PAM parental: -4; CHO-K1 Ca antag: -6; TAAR1 ag: 0; TAAR1 antag: 2

How did Cc1ccc(CN2CCN(C3CCOCC3)CC2CCO)cc1 (configuration not stated) do in these assays?
CHO-K1 Ca ag: 0.5; CHO parental Ca: -12; V1aR counter: 0.8; OXTR potentiator: -12; CHRM1 agonist: -6; M1 PAM parental: 18; CHO-K1 Ca antag: -6; TAAR1 ag: 1; TAAR1 antag: -7

How did CCCCn1c(N)c(N(CC(C)C)C(=O)c2ccc(S(=O)(=O)N(CC)c3ccccc3)cc2)c(=O)[nH]c1=O do in these assays?
CHO-K1 Ca ag: 0.8; CHO parental Ca: -4; V1aR counter: -1.1; OXTR potentiator: 3; CHRM1 agonist: 1; M1 PAM parental: 17; CHO-K1 Ca antag: -12; TAAR1 ag: 1; TAAR1 antag: -9

How did CCN(CC)CCOc1nnc(-c2ccc(C)cc2)c2ccccc12 do in these assays?
CHO-K1 Ca ag: 0.0; CHO parental Ca: 4; V1aR counter: -0.5; OXTR potentiator: -9; CHRM1 agonist: -10; M1 PAM parental: -1; CHO-K1 Ca antag: -9; TAAR1 ag: -1; TAAR1 antag: -1

What do the screens show for `O=C(O)CC1(CC(=O)N2CCN(CCO)CC2)CCCC1`?
CHO-K1 Ca ag: 1.8; CHO parental Ca: -4; V1aR counter: -0.9; OXTR potentiator: -8; CHRM1 agonist: -3; M1 PAM parental: 17; CHO-K1 Ca antag: -11; TAAR1 ag: 8; TAAR1 antag: 2

How did COc1ccc2nc(C3CCCCC3)nc(C3CCCCC3)c2c1 do in these assays?
CHO-K1 Ca ag: -0.1; CHO parental Ca: -20; V1aR counter: 0.9; OXTR potentiator: 5; CHRM1 agonist: -3; M1 PAM parental: -4; CHO-K1 Ca antag: -5; TAAR1 ag: 14; TAAR1 antag: -7

Results for Cc1ccc(C(=O)Oc2cccc(-n3cnnn3)c2)cc1 ?
CHO-K1 Ca ag: -1.0; CHO parental Ca: -6; V1aR counter: -0.8; OXTR potentiator: -9; CHRM1 agonist: -6; M1 PAM parental: -1; CHO-K1 Ca antag: -13; TAAR1 ag: 7; TAAR1 antag: 9

What do the screens show for `Cc1ccc(CNC(=O)c2cc3c(=O)n(C)c4ccccc4c3n2C)cc1`?
CHO-K1 Ca ag: 0.1; CHO parental Ca: -11; V1aR counter: 0.1; OXTR potentiator: -3; CHRM1 agonist: -1; M1 PAM parental: 8; CHO-K1 Ca antag: 9; TAAR1 ag: 0; TAAR1 antag: 5

Results for Cn1c(SCC(=O)Nc2ccccc2Cl)nnc1C1CC1 ?
CHO-K1 Ca ag: 1.4; CHO parental Ca: 6; V1aR counter: -0.8; OXTR potentiator: 4; CHRM1 agonist: -7; M1 PAM parental: 21; CHO-K1 Ca antag: -3; TAAR1 ag: 8; TAAR1 antag: -10

Results for OC(c1ccc(Cl)c(F)c1)c1ncc(-c2cccc(C(F)(F)F)c2)[nH]1 (configuration not stated) ?
CHO-K1 Ca ag: 6.6; CHRM1 agonist: 1; M1 PAM parental: 9; CHO-K1 Ca antag: 6; TAAR1 ag: 11; TAAR1 antag: 8

What do the screens show for `Cn1cc([N+](=O)[O-])c(C(=O)n2cccn2)n1`?
CHO-K1 Ca ag: -0.4; CHO parental Ca: -1; V1aR counter: 1.3; OXTR potentiator: 1; CHRM1 agonist: -2; M1 PAM parental: 1; CHO-K1 Ca antag: -12; TAAR1 ag: 1; TAAR1 antag: -15

What do the screens show for `COc1ccc(NC(=O)Cc2c(O)c3ccccc3[nH]c2=O)cc1`?
CHO-K1 Ca ag: 0.2; CHO parental Ca: -1; V1aR counter: 1.8; OXTR potentiator: -10; CHRM1 agonist: 0; M1 PAM parental: 0; CHO-K1 Ca antag: -7; TAAR1 ag: 2; TAAR1 antag: 0

What do the screens show for `CCN1CCN(S(=O)(=O)c2cc(C)c(OC)cc2C)CC1`?
CHO-K1 Ca ag: 4.0; CHO parental Ca: -8; V1aR counter: 1.0; OXTR potentiator: 2; CHRM1 agonist: -8; M1 PAM parental: 21; CHO-K1 Ca antag: -2; TAAR1 ag: 12; TAAR1 antag: 6

Results for CCc1cccc(C)c1NC(=O)C1CCN(C(=O)c2ccc([N+](=O)[O-])cc2)CC1 ?
CHO-K1 Ca ag: 1.1; CHO parental Ca: -6; V1aR counter: 2.1; OXTR potentiator: -14; CHRM1 agonist: -4; M1 PAM parental: 18; CHO-K1 Ca antag: -8; TAAR1 ag: 3; TAAR1 antag: -12

Results for CCOc1ccc(-n2c(=S)sc3c(=O)[nH]c(SCC(=O)C(C)(C)C)nc32)cc1 ?
CHO-K1 Ca ag: 3.0; CHO parental Ca: -8; V1aR counter: 3.5; OXTR potentiator: -15; CHRM1 agonist: -1; M1 PAM parental: -19; CHO-K1 Ca antag: 16; TAAR1 ag: 14; TAAR1 antag: 4

What do the screens show for `CN(CC1CCCN(CCc2cccc(C(F)(F)F)c2)C1)C(=O)c1ccc2nc[nH]c2c1` (configuration not stated)?
CHO-K1 Ca ag: 0.2; CHO parental Ca: -10; V1aR counter: -0.4; OXTR potentiator: -12; CHRM1 agonist: 3; M1 PAM parental: 16; CHO-K1 Ca antag: -7; TAAR1 ag: 1; TAAR1 antag: -21

Results for CCOC(=O)N1CCN(C(=O)c2cc(COc3ccc(OC)cc3Cl)on2)CC1 ?
CHO-K1 Ca ag: 5.5; CHO parental Ca: 19; V1aR counter: 5.7; OXTR potentiator: -9; CHRM1 agonist: 0; M1 PAM parental: 10; CHO-K1 Ca antag: -19; TAAR1 ag: 1; TAAR1 antag: -53

What do the screens show for `COc1cccc(-n2c(=O)c3sccc3n(CC(=O)NCC3CCCO3)c2=O)c1` (configuration not stated)?
CHO-K1 Ca ag: 2.0; CHO parental Ca: -8; V1aR counter: 0.4; OXTR potentiator: -1; CHRM1 agonist: -1; M1 PAM parental: 22; CHO-K1 Ca antag: -8; TAAR1 ag: 3; TAAR1 antag: -12

How did COc1ccccc1CCC(=O)Nc1nc2ccccc2[nH]1 do in these assays?
CHO-K1 Ca ag: 2.0; CHO parental Ca: -10; V1aR counter: 2.0; OXTR potentiator: -12; CHRM1 agonist: -3; M1 PAM parental: 24; CHO-K1 Ca antag: -5; TAAR1 ag: 12; TAAR1 antag: 11

How did Cc1ccc(/C=N/c2sc3c(c2C#N)CCCCC3)o1 do in these assays?
CHO-K1 Ca ag: 0.2; CHO parental Ca: -2; V1aR counter: 0.0; OXTR potentiator: -9; CHRM1 agonist: -4; M1 PAM parental: 19; CHO-K1 Ca antag: -5; TAAR1 ag: 6; TAAR1 antag: -7

What do the screens show for `CCCN1CCC(NC(=S)Nc2ccc(C(=O)OCC)cc2)CC1`?
CHO-K1 Ca ag: 1.7; CHO parental Ca: -10; V1aR counter: 1.2; OXTR potentiator: -3; CHRM1 agonist: -1; M1 PAM parental: 8; CHO-K1 Ca antag: -6; TAAR1 ag: 3; TAAR1 antag: 12

What do the screens show for `CN(C)c1cc[n+](CC(=O)Nc2ccc(OC(F)F)cc2)cc1`?
CHO-K1 Ca ag: 0.0; CHO parental Ca: -7; V1aR counter: -0.1; OXTR potentiator: 6; CHRM1 agonist: -8; M1 PAM parental: -11; CHO-K1 Ca antag: -1; TAAR1 ag: 2; TAAR1 antag: -3

What do the screens show for `Cc1ccc(-n2nnnc2CSc2nnc(-c3ccc(O)cc3)o2)cc1`?
CHO-K1 Ca ag: 3.5; CHO parental Ca: 6; V1aR counter: 7.9; OXTR potentiator: -5; CHRM1 agonist: -2; M1 PAM parental: -7; CHO-K1 Ca antag: 17; TAAR1 ag: 15; TAAR1 antag: 6

Not a hit list. Share with any hit: about 3.3%.
